# Compound activity from PubChem BioAssay.
# CASP6 VEID inh = caspase-6 (human) enzyme inhibition; AID 686996; P55212; inhibition, % at 12.5 µM; purified caspase-6, Z-VEID-R110 cleavage fluorescence; 0.53% of 350,000 active;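 active = mean inhibition across replicates at least about 35%, with every replicate also reaching that limit, limit read from the data; inconclusive = only one of the two criteria met; inactive = neither criterion met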;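 also: 0% = median of neutral control wells and 100% = no fluorescence left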
# Target sequence (P55212 24-179 limits assumed): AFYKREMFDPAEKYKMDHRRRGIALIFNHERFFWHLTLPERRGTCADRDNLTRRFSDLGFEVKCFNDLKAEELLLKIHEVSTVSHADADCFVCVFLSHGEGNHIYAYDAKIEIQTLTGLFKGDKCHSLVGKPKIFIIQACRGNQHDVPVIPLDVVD
# Target sequence (P55212 194-293 limits assumed): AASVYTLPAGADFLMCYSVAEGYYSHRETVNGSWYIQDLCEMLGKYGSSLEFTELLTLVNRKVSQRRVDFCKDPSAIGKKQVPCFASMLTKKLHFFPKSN
# RAD54 branch = inhibitors of human RAD54 branch migration | Q92698 | RAD54 Holliday junction branch migration, FAM/BHQ fluorescence | inhibition, % at 10.4 µM | 0.14% of 360,000 active | AID 602329;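 active = mean normalized replicate activity at least 40 and at least half of replicates scoring 40 or more; inconclusive = only one of the two criteria met; inactive = mean below 40 and under half of replicates reaching 40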;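 also: 0% = median of neutral control wells and 100% = median of positive control wells; inhibitors cause a drop in the FAM fluorescence signal; in these data hits start at about 50%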
# Target sequence (Q92698 whole entry, looked up): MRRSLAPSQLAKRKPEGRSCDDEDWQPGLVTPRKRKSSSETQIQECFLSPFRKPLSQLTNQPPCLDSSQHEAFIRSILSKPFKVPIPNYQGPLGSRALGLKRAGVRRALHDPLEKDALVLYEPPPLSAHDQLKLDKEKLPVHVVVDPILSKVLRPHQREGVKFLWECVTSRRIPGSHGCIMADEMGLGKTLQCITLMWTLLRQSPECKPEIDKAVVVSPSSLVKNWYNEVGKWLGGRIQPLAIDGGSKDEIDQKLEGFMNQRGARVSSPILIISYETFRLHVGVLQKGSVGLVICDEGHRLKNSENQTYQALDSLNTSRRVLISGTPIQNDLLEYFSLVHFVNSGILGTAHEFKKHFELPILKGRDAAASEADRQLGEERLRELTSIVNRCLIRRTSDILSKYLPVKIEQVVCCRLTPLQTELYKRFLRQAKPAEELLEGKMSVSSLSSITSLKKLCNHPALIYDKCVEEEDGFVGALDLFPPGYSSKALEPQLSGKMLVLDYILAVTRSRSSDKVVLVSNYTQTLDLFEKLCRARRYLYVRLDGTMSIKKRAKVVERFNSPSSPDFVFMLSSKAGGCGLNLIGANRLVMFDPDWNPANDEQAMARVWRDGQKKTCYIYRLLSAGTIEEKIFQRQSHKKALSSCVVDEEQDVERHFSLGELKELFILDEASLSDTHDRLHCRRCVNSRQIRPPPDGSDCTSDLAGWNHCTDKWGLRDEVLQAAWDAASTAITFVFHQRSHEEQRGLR
# GSIS activator = primary screen for activators of insulin secretion dependent on glucose, INS-1E cells, GLuc reporter luminescence; INS-1E GLuc reporter insulin secretion, 2-3 h; activation, % at 16.6 µM; 0.61% of 370,000 active; AID 743287;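 active = lowest replicate activation of at least 40%, so every replicate reaches that level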;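 also: 0% = median of neutral control wells and 100% = median of IBMX positive control wells; some compounds called inactive have numbers as strong as hits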
# DENV2 CPE rescue = protects cells from dengue virus 2 cytopathic effect; DENV2-infected cells, cytopathic effect rescue, plate reader; CPE inhibition, % at 9.99 µM; 1.7% of 350,000 active; AID 651640; in the data active = CPE inhibition above about 20%, passing the limit was not always enough; inconclusive = no clear call, values can overlap the other calls; tested in BHK-21 cells;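 also: 0% = median of neutral control wells and 100% = median of positive control wells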
# CFTR F508del cor = correctors of CFTR F508del function in bronchial epithelial cells. CFBE cells, YFP halide quenching; stimulated with forskolin plus potentiator P3; % fluorescence drop versus neutral controls. activity (quench increase), % at 7.58 µM. 0.36% of 350,000 active. AID 720511;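 active = mean added fluorescence quench of at least 8% versus neutral control, with both replicates also reaching 8%; inconclusive = only one of the mean or replicate conditions met; inactive = mean below 8% and not both replicates reaching 8%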;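 also: cells transiently co-express mutant CFTR-F508del with the halide-sensitive YFP; corrector assay measuring rescue of mutant channel to the surface after 24 h compound exposure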
# RAD52 anneal inh = RAD52 (human) annealing inhibition | P43351 | recombinant RAD52 DNA annealing, FRET fluorescence | inhibition, % at 18.7 µM | 0.46% of 360,000 active;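 active = every replicate showing at least 50% inhibition; inconclusive = mean inhibition at least 50% but not in every replicate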
# E-sel inducer = E-selectin induction on HUVECs; P16581; HUVEC E-selectin immunofluorescence imaging; normalized: neutral wells 0, TNF-alpha wells 100; activation, % at 7.58 µM; 0.37% of 260,000 active; AID 686992;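 active = mean E-selectin-positive cell signal at least 10% of the positive control, reached in at least 60% of replicates, without over 20% cell loss; inconclusive = no rule given, readout overlaps actives, possibly toxicity-flagged; inactive = the rest, including those meeting only one limit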;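 also: in these data hits start at about 27%; measured in HUVEC primary endothelial cells; signal is the percent of cells scored E-selectin positive by PE staining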
#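 Read-out basis: % PE-positive cells; Test system: HUVEC primary endothelial cells; Technique: immunofluorescence imaging; Dosing: single-point compound dose.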
# XiGFP reactiv = X-chromosome reactivation activator. activation, % at 7.58 µM. XiGFP mouse fibroblasts, % GFP-positive cells imaging, 3 d; cells co-treated with 5-aza-dC sensitizer; scaled so ellipticine positive control = 100%. 0.055% of 360,000 active;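 active = mean normalized replicate activation at least 10% and every replicate at or above 10%; inconclusive = only one of the two criteria met; inactive = mean below 10% and not all replicates reach 10%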;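 also: 0% = median of on-plate neutral control wells and 100% = ellipticine 6 µM median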
#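 System: XiGFP fibroblasts, SV40-immortalized. Medium: DMEM plus 5-aza-dC sensitizer. Doses: single point. Timing: 3 d treatment, 15 min room-temperature fixation. Control set: ellipticine 6 µM.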
# Starred values were filed as active, the others as inactive; ? = inconclusive; / = not tested or not shown. The order is random; about 3.7% have a hit in one of these screens.
SMILES,CASP6 VEID inh,RAD54 branch,GSIS activator,DENV2 CPE rescue,CFTR F508del cor,RAD52 anneal inh,E-sel inducer,XiGFP reactiv
Cc1nn(C(C)C(=O)NCc2ccc(Cl)cc2)c(=O)c2cc3occc3n12 (centres undefined),2,1,8,-1,1.6,-15,/,0.0
CCCCN1CC(N2CCN(C3CCN(C)CC3)CC2)CS1(=O)=O (centres undefined),-37,4,11,3,0.7,-2,/,0.0
O=C(CCN1CCCCC1)N[C@@H]1CC[C@@H](CCn2cc(-c3cccc(F)c3)nn2)O[C@@H]1CO,0,0,10,1,5.8,-3,-0.1,0.1
C[C@H](CO)N1C[C@H](C)[C@H](CN(C)S(C)(=O)=O)Oc2ccc(NC(=O)c3ccncc3)cc2C1=O,-5,-9,8,10,1.5,9,0.1,-0.6
C[C@H]1CN([C@@H](C)CO)S(=O)(=O)c2ccc(-c3ccccc3F)cc2O[C@H]1CN(C)S(C)(=O)=O,-1,-3,19,?,-3.4,0,0.5,-1.2
CC(C)OP(=O)(c1ccc(N(C)C)cc1)C(O)c1cccnc1 (centres undefined),2,/,1,6,-0.9,8,0.5,0.4
C[C@H]1CN([C@@H](C)CO)C(=O)c2cc(C#Cc3ccccc3)cnc2O[C@H]1CN(C)CC1CCOCC1,-1,-3,10,-5,2.0,15,-0.1,-0.9
CCC(C(=O)OC)n1cnc2c(nnn2-c2ccccc2)c1=O (centres undefined),0,-9,-3,2,-0.1,-7,/,0.0
CN1CCN(c2ccc(NC(=O)CN3CCOCC3)cc2F)CC1,2,/,18,7,-2.2,1,/,0.0
Nc1nc2ccccc2nc1N1CCCC1,-3,-1,20,-5,-1.3,-32,/,/
C[C@H](CO)N1C[C@H](C)[C@@H](CN(C)C)Oc2cc(-c3cccnc3)ccc2S1(=O)=O,1,-10,10,1,0.6,7,0.1,-0.1
CCCN(CCC)CCCNC(=O)c1cc2c(=O)[nH]c3ccccc3c2n1C,-4,/,5,29*,0.4,0,-2.0,0.1
CCSc1nnc(Cn2c(=O)sc3ccccc32)n1-c1ccccc1C,-5,-6,-6,3,-0.9,-1,0.1,0.3
CCc1nc2ccc(C(=O)NCCc3ccccn3)cn2c1N(C)CCC(C)C,/,-13,/,-3,-2.1,10,-0.2,0.0
COc1ccc(S(=O)(=O)Nc2ccc3c(c2)CC(=O)N([C@H](C)CO)C[C@H](C)[C@@H](CN(C)C(=O)Nc2ccccc2)O3)cc1,-1,-1,-14,12,-1.0,-1,0.0,-0.1
C[C@@H]1CN([C@H](C)CO)C(=O)Cc2cc(NS(=O)(=O)c3cccs3)ccc2O[C@H]1CN(C)S(=O)(=O)c1cn(C)cn1,1,2,-3,-7,-0.7,15,0.0,-0.7
CC[C@@H]1Cc2[nH][nH]c(=O)c2[C@@H](c2ccc(Cl)cc2)O1,1,/,-3,?,0.6,-4,0.0,0.3
C[C@H]1CN([C@@H](C)CO)C(=O)CCCn2nncc2CO[C@H]1CN(C)C(=O)Nc1ccc2c(c1)OCCO2,-2,-26,-1,-1,1.2,-9,0.1,0.3
O=C(NCc1ccccn1)Nc1cc(Cl)cc(Cl)c1,3,11,-29,-6,-1.7,-16,/,0.3
CCc1ccc(-c2n[nH]c(=O)c3ccccc23)cc1,-2,-5,4,0,1.2,-1,-0.1,0.1

# The closing 2 records of the section above open the next one:
SMILES,CASP6 VEID inh,RAD54 branch,GSIS activator,DENV2 CPE rescue,CFTR F508del cor,RAD52 anneal inh,E-sel inducer,XiGFP reactiv
O=C(NCc1ccccn1)Nc1cc(Cl)cc(Cl)c1,3,11,-29,-6,-1.7,-16,/,0.3
CCc1ccc(-c2n[nH]c(=O)c3ccccc23)cc1,-2,-5,4,0,1.2,-1,-0.1,0.1
COc1cccc(-c2cnc(C(O)c3cc(C)cc(C)c3)[nH]2)c1 (centres undefined),1,-6,/,-10,-3.7,-9,0.0,-0.1
O=C(COc1ccccc1Cl)N1N=C(c2cccs2)CC1c1ccco1 (centres undefined),0,-4,15,4,-1.5,-37,/,0.0
C[C@H]1CN([C@@H](C)CO)C(=O)c2cc(-c3cccc(F)c3)cnc2O[C@@H]1CN(C)C(=O)C1CC1,/,/,1,/,-1.4,/,1.3,-0.5
COC(=O)c1ccc(C2/C(=C(\O)c3cccc(OC)c3)C(=O)C(=O)N2CCCN(C)C)cc1 (centres undefined),-6,/,-6,-1,/,-14,/,0.4
CCCCN(C(=O)CN1CC(C)OC(C)C1)c1c(N)n(CC(C)C)c(=O)[nH]c1=O (centres undefined),1,/,19,3,/,-15,0.8,-0.1
CCCNC(=O)N[C@H]1CC[C@@H](CC(=O)N2CCN(C)CC2)O[C@@H]1CO,-5,-1,9,-6,0.5,-7,-0.3,0.0
CCOC(=O)c1c(C)[nH]c(C(=O)OCC(=O)NCCc2ccc(OCC)c(OCC)c2)c1C,-2,-16,7,2,-1.4,-6,-2.1,0.1
CCCNc1nc2c(c(=O)n(C)c(=O)n2C)n1Cc1cccc(C)c1,-1,/,-14,5,1.6,-23,/,/
Cc1cc(NC(=O)COC(=O)CCNS(=O)(=O)c2ccccc2)n(-c2ccccc2)n1,0,-7,21,-8,2.1,-9,0.9,0.3
C[C@H](CO)N1C[C@H](C)[C@@H](CN(C)Cc2ccc(Cl)c(Cl)c2)Oc2ccc(NC(=O)CCC(F)(F)F)cc2CC1=O,1,0,-31,-2,2.8,14,-8.1,-0.8
NS(=O)(=O)c1ccc2nc(NC(=O)Nc3ccccc3F)sc2c1,7,-6,7,3,3.0,-90,/,0.1
Cc1ccc(C(=O)OC(C)C(=O)NC2CCCCC2C)cc1S(=O)(=O)N1CCCCC1 (centres undefined),1,5,-39,?,1.5,-11,/,0.2
COc1ccc(/C=C/C(=O)NC(=S)Nc2cc([N+](=O)[O-])ccc2O)cc1OC,-2,/,12,-3,-0.3,-17,5.8,0.2
COc1ccc(S(=O)(=O)N2CCOCC2)cc1NC(=O)CSc1nnc(C2CC2)n1C,0,2,/,4,0.9,-8,-0.1,0.2
CC(C)NC(=O)OC[C@@H]1CSCCS(=O)(=O)N1,1,/,-7,8,-0.5,-20,/,-0.1
CC(C)Oc1ccc(C(=O)NCCCNC(=O)c2ccccn2)cc1,-1,-12,3,8,1.2,0,0.0,-0.1
C[C@@H]1CCCCO[C@H](CN(C)CC2CCCCC2)[C@@H](C)CN([C@H](C)CO)C(=O)c2cc(NC(=O)Nc3ccc(C(F)(F)F)cc3)ccc2O1,1,1,-7,6,-0.8,2,0.3,0.1
COc1cccc(CC2(CO)CCCN(Cc3ccc(CO)o3)C2)c1 (centres undefined),1,-2,18,0,-6.4,-14,/,0.1
CN(Cc1ccccc1)C(=O)c1cccnc1,-8,4,-9,-1,-0.4,-5,1.6,0.4
CC(=O)N1[C@H](C(=O)Nc2ccccc2)[C@@H](CO)[C@@H]2Cn3c(ccc(C4=CCCCC4)c3=O)[C@@H]21,4,-3,5,2,-0.9,9,0.0,0.0
CCCCn1c(N)c(N(CC(C)C)C(=O)c2cc(C)oc2C)c(=O)[nH]c1=O,-2,10,32,8,2.7,-10,0.0,-0.1
COc1cc(S(=O)(=O)N2CCCCCC2)ccc1-n1cnnn1,0,2,12,1,-2.1,-3,/,/
C[C@H](O)C#Cc1ccc([C@H]2[C@@H](CO)N3CCCCN(C(=O)c4ccc(F)cc4)C[C@H]23)cc1,-3,-6,0,10,-1.7,11,-0.7,-0.1
COc1ccc(-c2ccc3c(c2)[C@@H]2[C@@H](CCN2C(=O)C2CCCCC2)[C@@H](CO)N3C)cc1,-4,7,-14,-20,-0.4,-16,-0.4,0.4
O=C(CSCc1ccc([N+](=O)[O-])cc1)N/N=C/c1cccnc1,0,-10,-4,/,1.7,-19,/,0.0
C[C@@H]1CCCCO[C@@H](CN(C)C(=O)C2CCCCC2)[C@H](C)CN([C@H](C)CO)C(=O)c2cc(NC(=O)C3CCCCC3)ccc2O1,-2,-2,-12,2,-1.5,5,0.0,-0.3
COC(=O)c1ccc(Nc2nnc(-c3ccc(C)c(S(=O)(=O)NCC4CCCO4)c3)c3ccccc23)cc1 (centres undefined),/,0,4,/,/,/,-1.0,0.1
CC=Cc1ccc2n(c1=O)C[C@@H]1[C@@H](CO)[C@H](C(=O)N[C@@H](C)c3ccccc3)[C@H]2N1Cc1cccnc1 (mixture of isomers),2,2,7,-3,-1.1,-17,0.1,1.1
CN(C)C(=O)c1ccc(-c2ccc([C@@H]3[C@H](CO)N4CCCCN(C(=O)C5CC5)C[C@@H]34)cc2)cc1,4,4,4,-13,3.9,-21,-0.6,0.0
COc1ccc(S(=O)(=O)Nc2ccc3c(c2)C(=O)N([C@@H](C)CO)C[C@@H](C)[C@H](CN(C)C(=O)Nc2ccc4c(c2)OCO4)O3)cc1,/,/,20,/,2.4,/,0.0,-1.1
CC1CCCC(C)N1S(=O)(=O)c1ccc(S(=O)(=O)NCCc2ccncc2)cc1 (centres undefined),-1,-13,-27,2,-3.2,-33,/,/
COc1ccc(CNC(=O)C[C@@H]2CC[C@@H](NS(=O)(=O)c3cccc(OC)c3)[C@H](CO)O2)cc1,-1,3,8,12,1.5,-12,0.0,0.1
COc1cc(OC)c(OC)cc1/C=C/c1ccnc2ccccc12,2,/,-24,-2,3.7,-10,0.1,0.2
COc1ccc(-c2cnc(N)nc2-c2ccc(OC)cc2)cc1,-2,3,52*,9,1.9,-6,0.0,0.2
CC(C)c1ccc(-c2c(NCCc3ccccc3)c(=O)c2=O)cc1,-1,-4,4,-4,1.0,-5,-0.1,0.1
COc1cc2sc3cc(NCc4ccc5c(c4)OCO5)ccc3c(=O)c2cc1OC,-2,-1,/,-18,5.3,-41,-0.1,0.0
N#C[C@@H]1[C@H](c2ccc(C#Cc3ccccc3F)cc2)[C@H](CO)N1C(=O)C1CCC1,0,-19,-2,102*,-1.8,17,-0.2,-0.1
C/C=C/c1ccc([C@@H]2[C@@H](CO)N(C(C)=O)[C@@H]2CN(C)S(C)(=O)=O)cc1,/,4,4,?,-0.6,/,0.0,0.1
COc1ccc(CC(NC(C)=O)C(=O)N2CCN(C(=O)Nc3cccc(F)c3)CC2)cc1OC (centres undefined),0,/,-2,1,/,-5,/,0.2
C#Cc1ccc([C@@H]2C=C(C(=O)N3CCN(Cc4ccc5c(c4)OCO5)CC3)O[C@H](OCCCCO)C2)cc1,2,-3,-11,?,6.4,-47,-0.1,0.6
COc1ccccc1C(=O)N1C[C@H]2[C@@H](c3ccccc31)[C@@H](CO)N2C(=O)Cc1ccccc1,2,1,10,?,6.6,-18,0.3,0.1
CC(=O)N1[C@H](CO)[C@@H]2c3ccccc3N(S(=O)(=O)c3ccccc3C)C[C@@H]21,0,-10,16,20,1.6,-1,-0.1,-0.1
CCc1c(C)nc2ncnn2c1NCCc1ccc(Cl)cc1,1,/,-28,1,-0.4,-16,/,0.7
